MLLE-PAM2 inh = inhibitors of PABP1 MLLE–PAM2 peptide binding, primary screen, biochemical, fluorescence polarization, FITC-PAM2, GST-MLLE; inhibition, % at 20 µM; actives 0.36% (n = 360,000); Polyadenylate-binding protein 1 (Homo sapiens), P11940; AID 588489, 2011; in the data active = inhibition above about 35%, passing the limit was not always enough;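 also: plate controls were DMSO wells with GST-MLLE for no effect and wells lacking GST-MLLE protein for full effect; some results filed as inactive read as strong as hits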
NadD block = inhibitors of S. aureus NadD, primary screen, biochemical, colorimetric, uHTS; Nicotinate-nucleotide adenylyltransferase NadD (Staphylococcus aureus N315); purified NadD enzyme, colorimetric absorbance read-out; inhibition, % at 20 µM; actives 0.78% (n = 360,000); AID 602399, 2012; in the data active = inhibition above about 26%; also: some compounds past the cut are filed as inactive
Neddylation inh = inhibitors of cullin neddylation, primary screen, biochemical, TR-FRET, uHTS, NAE and Ubc12; NEDD8-conjugating enzyme Ubc12 (Homo sapiens) + NEDD8-activating enzyme E1 regulatory …; calls only at 25 µM; actives 0.58% (n = 360,000); AID 651699, 2012; in the data active = inhibition above about 36%
Target sequence (P61081 whole entry, looked up): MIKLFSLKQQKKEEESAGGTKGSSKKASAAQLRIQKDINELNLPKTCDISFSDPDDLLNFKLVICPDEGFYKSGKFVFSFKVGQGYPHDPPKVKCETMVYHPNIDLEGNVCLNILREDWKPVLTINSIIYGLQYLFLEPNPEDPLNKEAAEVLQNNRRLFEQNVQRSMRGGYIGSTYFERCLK
Target sequence (Q13564 whole entry, looked up): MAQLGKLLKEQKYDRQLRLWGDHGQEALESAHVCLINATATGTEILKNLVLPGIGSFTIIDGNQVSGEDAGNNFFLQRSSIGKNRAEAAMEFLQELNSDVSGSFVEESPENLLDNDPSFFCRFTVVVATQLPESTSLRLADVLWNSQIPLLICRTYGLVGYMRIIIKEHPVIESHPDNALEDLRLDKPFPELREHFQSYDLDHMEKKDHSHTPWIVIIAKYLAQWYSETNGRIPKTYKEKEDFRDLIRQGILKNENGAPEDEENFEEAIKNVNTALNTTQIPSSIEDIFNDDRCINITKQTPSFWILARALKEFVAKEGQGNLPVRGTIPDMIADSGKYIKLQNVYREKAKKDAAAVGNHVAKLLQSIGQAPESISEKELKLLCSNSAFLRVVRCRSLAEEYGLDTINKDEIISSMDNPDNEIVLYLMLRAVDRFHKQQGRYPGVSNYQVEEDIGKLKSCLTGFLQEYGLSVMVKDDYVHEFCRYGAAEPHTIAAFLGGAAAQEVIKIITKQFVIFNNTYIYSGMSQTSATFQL
Rin1 Abl inh = inhibitors of Rin1-Abl protein binding, primary screen, biochemical, TR-FRET; Tyrosine-protein kinase ABL1 (Homo sapiens) + Ras and Rab interactor 1 (Homo sapiens), …; inhibition, % at 7.35 µM; actives 0.4% (n = 360,000); in the data active = inhibition above about 5%, passing the limit was not always enough
CSN deneddyl inh = inhibitors of CSN-mediated cullin deneddylation, primary screen, biochemical, fluorescence polarization, uHTS; actives 0.38% (n = 360,000); COP9 signalosome complex subunit 5 (Homo sapiens), Q92905; inhibition, % at 12.5 µM; Purified CSN, SCF-Nedd8-OG deneddylation;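 active = pattern-corrected inhibition above about 35%, with an unprinted fluorescence ratio check between 0.5 and 1.5, limit read from the data, passing the limit was not always enough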;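 also: 0% = enzyme with substrate and 100% = substrate without enzyme; some results filed as inactive read as strong as hits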
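Test system: purified human Csn5 enzyme expressed in HEK293T cells. Amount: 0.24 nM enzyme. Reagent: SCFSkp2-Nedd8OG substrate at 10 nM final. Schedule: 90 min incubation of compound, enzyme and substrate at room temperature. Detection: fluorescence polarization. Read-out: % inhibition of substrate cleavage by Csn5.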
FAS-TE inh = FAS thioesterase domain inhibitors, primary screen, biochemical, fluorescence intensity, uHTS. Fatty acid synthase (Homo sapiens), P49327. recombinant FAS-TE, OMFH fluorogenic substrate, fluorescence endpoint. inhibition, % at 15 µM. actives 0.67% (n = 360,000). AID 602261, 2012;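 active = compounds whose normalised, plate-corrected inhibition of enzyme fluorescence in the single-dose primary screen is 50% or more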;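 also: 0% = DMSO with enzyme and 100% = substrate without enzyme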
SKN-1 block = suppressors of acrylamide-induced Pgst-4::GFP reporter in worms, primary screen, SKN-1 inhibitor project, whole organism, uHTS, GFP/RFP fluorescence ratio, strain VP596 | C. elegans VP596 Pgst-4::GFP/RFP ratio, 24 h | actives 0.49% (n = 360,000) | inhibition, % at 21.8 µM | AID 624304, 2012;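 active = interference check ratio from 0.5 to 1.5 plus GFP to RFP signal ratio inhibition reaching or exceeding a fixed threshold, cut at about 30% in these data, passing the limit was not always enough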; also: some compounds called inactive have numbers as strong as hits
Rpn11 inh = Rpn11 (PSMD14) deubiquitinase inhibitors, primary screen, biochemical, fluorescence polarization, uHTS; 26S proteasome non-ATPase regulatory subunit 14 (Homo sapiens), O00487; human 26S proteasome, Ub4-pepOG fluorescence polarization; 20S core pre-blocked with epoxomicin; calls only at 20 µM; actives 0.59% (n = 360,000); AID 588493, 2011;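 active = inhibition at 20 µM, scaled to each plate's controls, above about 33%, limit read from the data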
MT1-MMP act inh = blockers of MT1-MMP proenzyme processing, primary screen, HT1080 RFP-PRO-GFP cells, GFP/RFP fluorescence | GFP/RFP ratio change, % at 20 µM | GFP/RFP ratio fluorescence, overnight; percent of plate control window, DMSO zero | actives 0.061% (n = 360,000) | Matrix metalloproteinase-14 (Homo sapiens), P50281 | AID 651647, 2012;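 active = GFP/RFP ratio change of at least 30% with cell ATP level not reduced by more than half and red fluorescence within 50% of control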; also: strong numbers were not always called active
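Compound: 20 µM single dose, 1% DMSO / System: HT1080 RFP-PRO-GFP cells / Controls: DMSO and RFP-L50D-GFP cell wells / Read-out basis: GFP/RFP fluorescence ratio / Schedule: overnight compound exposure at 37 °C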
The depositor's hits bear a star; i = inactive; nt = not tested or not shown.

#	Compound	Rpn11 inh	CSN deneddyl inh	Rin1 Abl inh	FAS-TE inh	SKN-1 block	MT1-MMP act inh	NadD block	Neddylation inh	MLLE-PAM2 inh
1	Cc1ccc(NC(=O)COC(=O)c2ccc(S(=O)(=O)N3CCCC3)cc2)cc1	i	-1	-1	-2	8	-3	4	i	-7
2	CC(C)Cc1nc(N2CCC(C(N)=O)CC2)c2nnn(Cc3ccccc3)c2n1	i	-2	-1	-6	-2	3	5	i	-1
3	COc1ccc(N2CCN(C(=O)CCCn3nnnc3CN3CCOCC3)C(C)C2)cc1 (centres undefined)	i	0	3	-7	2	-1	-4	i	-6
4	CC(=C/C(=O)O)/C=C/c1ccc(Cl)o1	i	23	-2	-9	11	-4	0	i	18
5	COc1ccc(NC2=CC(c3ccccc3)N(c3ccc(OC)cc3)C2=O)cc1 (centres undefined)	i	5	2	0	-5	1	13	nt	2
6	CN(c1cccc(NC(=O)c2ccc(Cl)c(S(=O)(=O)N3CCOCC3)c2)c1)S(C)(=O)=O	i	-2	2	2	-10	3	-2	i	10
7	Cc1cccc(NS(=O)(=O)c2c(C)n[nH]c2C)c1	i	-1	3	-8	-2	4	-2	i	6
8	CC(=O)c1ccc(N2CCN(C(=O)COc3ccc4ccccc4c3)CC2)cc1	i	2	-2	-7	15	2	0	i	4
9	CC(/C=C1\SC(=S)N(NC(=O)c2ccccc2C)C1=O)=C\c1ccccc1	i	-1	-1	9	-2	-1	14	i	-10
10	O=C(CCSCCC(=O)NN=Cc1ccccc1)NN=Cc1ccccc1	i	-5	-1	-4	12	3	-2	i	-3
11	Cc1cccc(OCC(=O)Nc2ccc(N3CCN(C(=O)c4ccco4)CC3)cc2)c1	i	5	0	0	-3	2	11	i	6
12	COc1ccc(/C=C/C(=O)OCC(=O)N2CCCCCC2)cc1OC	i	-4	-1	-3	10	0	2	i	5
13	COc1ccc(N2CCC(CNS(=O)(=O)c3cccc(C(F)(F)F)c3)C2)cc1 (centres undefined)	i	6	-3	21	5	17	2	i	-11
14	CCOc1ccc(Cl)cc1/C=N/NC(=O)CNC(=O)c1ccccc1	i	-1	-4	7	0	-1	4	i	0
15	CC(C)(C)c1ccc(C(=O)Nc2ncn[nH]2)cc1	i	0	-2	-12	-3	0	2	i	-3
16	COc1cc(NC(=O)c2ccco2)c(OC)cc1NC(=O)Nc1ccccc1Cl	i	3	-1	-9	6	11	4	i	5

Reformatted: results already given
(12) COc1ccc(/C=C/C(=O)OCC(=O)N2CCCCCC2)cc1OC
(13) COc1ccc(N2CCC(CNS(=O)(=O)c3cccc(C(F)(F)F)c3)C2)cc1 (centres undefined)
(14) CCOc1ccc(Cl)cc1/C=N/NC(=O)CNC(=O)c1ccccc1
(15) CC(C)(C)c1ccc(C(=O)Nc2ncn[nH]2)cc1
(16) COc1cc(NC(=O)c2ccco2)c(OC)cc1NC(=O)Nc1ccccc1Cl

| assay / compound | 12 | 13 | 14 | 15 | 16 |
| --- | --- | --- | --- | --- | --- |
| Rpn11 inh | i | i | i | i | i |
| CSN deneddyl inh | -4 | 6 | -1 | 0 | 3 |
| Rin1 Abl inh | -1 | -3 | -4 | -2 | -1 |
| FAS-TE inh | -3 | 21 | 7 | -12 | -9 |
| SKN-1 block | 10 | 5 | 0 | -3 | 6 |
| MT1-MMP act inh | 0 | 17 | -1 | 0 | 11 |
| NadD block | 2 | 2 | 4 | 2 | 4 |
| Neddylation inh | i | i | i | i | i |
| MLLE-PAM2 inh | 5 | -11 | 0 | -3 | 5 |

Part of the list above in a different format.
Values in the order – Rpn11 inh	CSN deneddyl inh	Rin1 Abl inh	FAS-TE inh	SKN-1 block	MT1-MMP act inh	NadD block	Neddylation inh	MLLE-PAM2 inh
13. COc1ccc(N2CCC(CNS(=O)(=O)c3cccc(C(F)(F)F)c3)C2)cc1 (centres undefined)
  i	6	-3	21	5	17	2	i	-11
14. CCOc1ccc(Cl)cc1/C=N/NC(=O)CNC(=O)c1ccccc1
  i	-1	-4	7	0	-1	4	i	0

Going on with the list:
#	Compound	Rpn11 inh	CSN deneddyl inh	Rin1 Abl inh	FAS-TE inh	SKN-1 block	MT1-MMP act inh	NadD block	Neddylation inh	MLLE-PAM2 inh
17	CNC(=S)NNc1nncc2ccccc12	i	0	2	-2	1	0	-6	i	13
18	CCc1cc(C)cc(OCCOc2ccccc2/C=N/NC(C)=O)c1	i	-5	-1	4	-6	3	-7	i	6
19	NC(=O)c1ccccc1NC(=O)CN1CCN(Cc2ccccc2)CC1	i	3	-1	-4	18	3	-4	i	14
20	Cc1cc(C)c(NC(=O)CS(=O)CC(=O)NCCCc2ccccc2)c(C)c1 (centres undefined)	i	-7	-2	-5	3	4	4	i	3
21	CCO[C@H]1OC(C(=O)NCc2ccccc2)=C[C@@H](C(C)(C)C)[C@@H]1CCCO	i	-3	2	-3	-1	9	-3	i	-1
22	CN(C)S(=O)(=O)c1cccc(NC(=O)c2ccc3c(c2)OCCO3)c1	i	-2	3	-1	21	-2	-8	i	-8
23	O=C(OCc1nc2ccccc2s1)c1cccs1	i	-5	0	1	17	16	3	i	12
24	Cc1nc(SCc2ccc(Br)cc2)[nH]c(=O)c1C	i	7	-5	4	14	8	-2	i	-12
25	O=C(NC1CCN(C(=S)NCc2ccco2)CC1)c1cccc(F)c1	i	-2	4	-5	-4	3	-3	i	-102
26	N#Cc1ccc(C(C(=O)NCc2ccccc2)n2c(=O)c(-c3cc4ccccc4[nH]3)nc3ccccc32)cc1 (centres undefined)	nt	0	nt	nt	21	-9	nt	nt	nt
27	Cc1ccc(C)n1-c1cccc(S(=O)(=O)N2CCOCC2)c1	i	-3	0	2	6	0	2	i	-9
28	Cc1scc(C(=O)NNC(=S)NCC2CCCO2)c1C (centres undefined)	i	0	4	-3	13	9	2	i	-17
29	CCOC(=O)Nc1c2ccccc2nc2ccccc12	i	-1	-5	-1	15	-1	-8	nt	-2
30	CCn1c(COc2ccccc2OC)nc2ccccc21	i	6	3	-5	6	-4	-4	i	-11
31	COc1ccc(NC(=O)C2(c3ccc(NC(=O)c4ccc(OC)c(OC)c4)cc3)CCCC2)cc1	i	2	2	-5	4	5	-7	i	19
32	COc1cc(NC(=O)CNC(=O)Cn2ccc3ccccc3c2=O)cc(OC)c1OC	i	-8	0	-3	4	1	2	i	2
33	N/C(=N\NC(=O)c1ccccc1Cl)c1cc2ccccc2oc1=O	i	-4	-5	-12	6	-3	-7	i	12
34	CCOC(=O)c1sc(N)c(C(=O)OCC)c1C	i	4	-2	2	5	-2	-12	i	14
35	CCCNC(=O)C1(C)CCCN(C(=O)Cc2ccc(OC)cc2)C1 (centres undefined)	i	3	-1	-7	8	4	4	i	10
36	O=C(Nc1cccc(S(=O)(=O)C(F)F)c1)c1ccc(Cl)c(S(=O)(=O)N2CCOCC2)c1	i	3	1	7	0	-3	-6	i	4
37	O=C(COc1ccccc1)NNC(=O)c1cc2ccccc2o1	i	0	2	-12	9	-2	0	i	11
38	O=C(Oc1ccc(Cl)cc1N1C(=O)CCC1=O)c1ccco1	i	0	-3	1	6	3	12	i	-7
39	OC(Cc1ccccc1)c1ncc(-c2ccc3ccccc3c2)[nH]1 (centres undefined)	i	5	-3	8	19	1	-5	i	11
40	CCOc1ccc(N(CC(=O)NCC2CCCO2)C(=O)CCC(=O)Nc2nccs2)cc1 (centres undefined)	i	7	0	-3	8	1	-3	i	-19
41	Cc1noc(/C=C/N(C)C)c1S(=O)(=O)N(C)CC(=O)NC1CCCCC1	i	-3	-4	-10	-13	-7	-4	i	4
42	Fc1ccccc1CNc1ccc(Cl)cc1	i	2	3	18	1	-7	0	i	4
43	Cc1cc(C)c2nc(C(F)(F)F)nc(N3CC(C)OC(C)C3)c2c1 (centres undefined)	i	1	-4	20	-8	0	1	i	-2
44	CN1CCC(=NNC(=O)CN(c2ccc([N+](=O)[O-])cc2)S(=O)(=O)c2ccccc2)CC1	i	5	-1	3	18	1	-3	i	-3
45	CCc1ccc2ncc(C(=O)c3ccccc3)c(N3CCOCC3)c2c1	i	2	0	6	2	0	2	i	8
46	CC1CCCCC1NC(=O)c1nn(C)c(=O)c2ccccc12 (centres undefined)	i	-2	-2	-3	-3	1	0	i	7
47	O=C(CCn1c(=O)oc2ccccc21)N1CCOCC1	i	2	7	-9	-2	0	-4	i	5
48	CCOC(=O)c1cc(CC)sc1N	i	3	0	-3	-2	-2	3	i	22
49	COC(=O)c1cccc(C23CC4(C2)[C@H](CN(CC2CCCCC2)[C@@H]4c2ccccc2)C3c2ccccc2)c1 (some centres undefined)	i	5	3	14	-9	2	12	i	-24
50	CCOC(=O)Cn1cnc2c(nnn2-c2cccc(Cl)c2)c1=O	i	0	0	-2	3	1	-3	i	10
51	C(=N\c1nc2ccccc2n1CCN1CCCCC1)/c1cccs1	i	-2	-1	-4	-17	3	0	i	-4
